mHTT-CaM PPI inh = disrupts binding of mutant huntingtin to calmodulin; inhibition, % at 15 µM; 190,000 tested, 3.6% active; P42858; AID 1671202; AlphaScreen His-mHTT/GST-CaM binding, luminescence;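 note: 0% = both proteins with DMSO and 100% = one protein alone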
Target sequence (P42858 whole entry, looked up, stated change not applied): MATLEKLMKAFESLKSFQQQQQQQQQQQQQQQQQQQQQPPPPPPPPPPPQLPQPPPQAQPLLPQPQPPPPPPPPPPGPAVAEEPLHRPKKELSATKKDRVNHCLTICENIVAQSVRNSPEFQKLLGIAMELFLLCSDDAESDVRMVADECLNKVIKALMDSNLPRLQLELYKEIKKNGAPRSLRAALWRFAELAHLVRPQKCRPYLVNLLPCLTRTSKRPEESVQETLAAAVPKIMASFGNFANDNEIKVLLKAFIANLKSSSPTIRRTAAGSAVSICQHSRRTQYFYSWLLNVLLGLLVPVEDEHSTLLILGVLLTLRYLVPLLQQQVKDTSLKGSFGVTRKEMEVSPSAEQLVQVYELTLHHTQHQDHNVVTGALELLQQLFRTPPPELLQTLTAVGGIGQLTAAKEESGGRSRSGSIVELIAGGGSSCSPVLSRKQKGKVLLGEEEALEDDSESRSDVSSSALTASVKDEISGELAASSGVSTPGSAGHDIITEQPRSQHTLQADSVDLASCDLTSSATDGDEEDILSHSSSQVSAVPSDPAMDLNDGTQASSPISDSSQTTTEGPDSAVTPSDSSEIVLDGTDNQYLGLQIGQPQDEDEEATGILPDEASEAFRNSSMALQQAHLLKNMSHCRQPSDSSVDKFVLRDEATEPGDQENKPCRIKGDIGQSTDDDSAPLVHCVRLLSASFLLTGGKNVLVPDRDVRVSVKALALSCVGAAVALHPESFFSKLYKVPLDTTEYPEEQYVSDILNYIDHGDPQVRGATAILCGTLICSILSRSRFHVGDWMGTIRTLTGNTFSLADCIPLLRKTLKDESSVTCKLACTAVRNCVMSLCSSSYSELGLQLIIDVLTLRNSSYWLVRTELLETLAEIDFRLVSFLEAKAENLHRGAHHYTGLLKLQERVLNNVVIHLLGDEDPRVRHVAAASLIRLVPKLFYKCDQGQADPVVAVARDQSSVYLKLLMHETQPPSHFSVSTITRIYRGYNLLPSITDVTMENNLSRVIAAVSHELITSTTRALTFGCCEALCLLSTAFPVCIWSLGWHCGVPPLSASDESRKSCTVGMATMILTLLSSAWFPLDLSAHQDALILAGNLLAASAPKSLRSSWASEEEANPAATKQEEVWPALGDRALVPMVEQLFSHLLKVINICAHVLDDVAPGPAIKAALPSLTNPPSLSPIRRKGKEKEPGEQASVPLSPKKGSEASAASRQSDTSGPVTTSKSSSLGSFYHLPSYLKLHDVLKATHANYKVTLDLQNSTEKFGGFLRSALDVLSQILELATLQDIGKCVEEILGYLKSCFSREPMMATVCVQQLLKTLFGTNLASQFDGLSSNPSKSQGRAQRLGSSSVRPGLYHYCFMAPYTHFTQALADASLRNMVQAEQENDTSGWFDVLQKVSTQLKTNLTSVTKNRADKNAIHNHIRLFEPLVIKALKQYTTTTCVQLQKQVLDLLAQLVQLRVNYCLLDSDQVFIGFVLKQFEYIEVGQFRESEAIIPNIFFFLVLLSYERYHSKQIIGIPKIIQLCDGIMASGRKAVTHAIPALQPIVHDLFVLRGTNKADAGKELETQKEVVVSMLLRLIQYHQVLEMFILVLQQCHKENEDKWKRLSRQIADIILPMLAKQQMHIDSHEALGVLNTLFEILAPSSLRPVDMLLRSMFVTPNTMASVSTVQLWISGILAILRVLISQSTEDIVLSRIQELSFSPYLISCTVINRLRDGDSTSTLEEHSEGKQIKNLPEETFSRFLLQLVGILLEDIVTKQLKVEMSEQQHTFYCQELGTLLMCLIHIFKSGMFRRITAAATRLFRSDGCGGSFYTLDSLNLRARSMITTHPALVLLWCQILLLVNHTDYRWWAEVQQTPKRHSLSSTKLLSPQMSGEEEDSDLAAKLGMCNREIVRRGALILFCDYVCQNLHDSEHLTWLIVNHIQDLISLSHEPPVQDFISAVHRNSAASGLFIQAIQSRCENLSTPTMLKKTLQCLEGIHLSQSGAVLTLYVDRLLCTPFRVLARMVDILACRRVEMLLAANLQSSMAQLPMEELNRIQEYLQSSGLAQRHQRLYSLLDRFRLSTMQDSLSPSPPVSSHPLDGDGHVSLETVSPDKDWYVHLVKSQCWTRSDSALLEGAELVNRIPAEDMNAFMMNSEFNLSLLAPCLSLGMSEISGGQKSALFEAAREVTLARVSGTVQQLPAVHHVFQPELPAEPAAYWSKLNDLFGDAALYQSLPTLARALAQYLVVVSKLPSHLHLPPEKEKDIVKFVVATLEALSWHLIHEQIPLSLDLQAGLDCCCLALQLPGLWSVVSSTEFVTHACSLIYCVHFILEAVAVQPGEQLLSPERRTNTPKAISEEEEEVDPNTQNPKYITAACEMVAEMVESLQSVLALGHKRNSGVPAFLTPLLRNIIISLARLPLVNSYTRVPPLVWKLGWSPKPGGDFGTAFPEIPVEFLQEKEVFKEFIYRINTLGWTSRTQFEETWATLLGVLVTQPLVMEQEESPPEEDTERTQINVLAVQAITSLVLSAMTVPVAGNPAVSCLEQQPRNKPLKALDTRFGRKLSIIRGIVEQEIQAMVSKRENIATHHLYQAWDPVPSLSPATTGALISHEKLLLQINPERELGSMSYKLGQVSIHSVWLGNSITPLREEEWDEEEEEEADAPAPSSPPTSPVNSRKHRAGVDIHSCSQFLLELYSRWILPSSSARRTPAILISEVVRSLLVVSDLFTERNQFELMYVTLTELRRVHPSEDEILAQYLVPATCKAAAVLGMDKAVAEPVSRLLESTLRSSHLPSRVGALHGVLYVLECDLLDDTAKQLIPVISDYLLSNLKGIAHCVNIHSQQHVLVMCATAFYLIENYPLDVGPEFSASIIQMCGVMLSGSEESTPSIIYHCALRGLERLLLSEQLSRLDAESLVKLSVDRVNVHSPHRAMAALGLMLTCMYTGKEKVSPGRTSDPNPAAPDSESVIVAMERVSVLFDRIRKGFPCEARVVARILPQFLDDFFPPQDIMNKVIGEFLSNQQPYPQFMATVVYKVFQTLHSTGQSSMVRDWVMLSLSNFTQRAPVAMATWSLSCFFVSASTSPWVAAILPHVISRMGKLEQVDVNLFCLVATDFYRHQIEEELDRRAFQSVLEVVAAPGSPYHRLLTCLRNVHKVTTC
Pf apPOL inh = Pf-apPOL DNA polymerase inhibition. inhibition, % at 10 µM. Recombinant Pf-apPOL, molecular beacon fluorescence, 1.5 h. AID 1794808. 210,000 tested, 0.25% active
* = called active by the depositor; i = inactive; . = not tested or not shown; & = joins results of further samples. Cut-off read from the data, not from the text of the source: active = inhibition above about 50%; inactive = the rest. Not a hit list (roughly 3.5% active in at least one column).

Start of the data: the first 5 compounds as a preview:
SMILES | mHTT-CaM PPI inh | Pf apPOL inh
CCc1ccc(-c2noc(-c3c(O)c4ccccc4n(C)c3=O)n2)cc1 | -12 | 0
O=C(NC1CCCCCC1)C1C2C=CC3(CN(Cc4cccnc4)C(=O)C13)O2 (stereo not given) | -6 | -1
O=C(NCCCc1ccccc1)c1ccc([N+](=O)[O-])cc1Cl | -2 | 1
COc1ccc(NC(=O)c2ccccc2SC)cc1OC | 4 | -7
O=C(NC1CCCCC1)c1cnc(N2CCN(c3ccccn3)CC2)c2ccccc12 | 4 | -6

The listing, repeating the preview:
SMILES | mHTT-CaM PPI inh | Pf apPOL inh
CCc1ccc(-c2noc(-c3c(O)c4ccccc4n(C)c3=O)n2)cc1 | -12 | 0
O=C(NC1CCCCCC1)C1C2C=CC3(CN(Cc4cccnc4)C(=O)C13)O2 (stereo not given) | -6 | -1
O=C(NCCCc1ccccc1)c1ccc([N+](=O)[O-])cc1Cl | -2 | 1
COc1ccc(NC(=O)c2ccccc2SC)cc1OC | 4 | -7
O=C(NC1CCCCC1)c1cnc(N2CCN(c3ccccn3)CC2)c2ccccc12 | 4 | -6
COc1ccc(C=C2Oc3c(ccc(O)c3CN3CCN(CCO)CC3)C2=O)cc1OC | 3 | -17
Cc1ccc(NCCC(=O)c2ccc(C)o2)cc1 | 16 | 0
CCOc1cc(C2C(C#N)=C(N)Oc3n[nH]c(COC)c32)ccc1OC (stereo not given) | 33 | 0
COC(=O)C1C2C=CC3(CN(C4CCCCC4)C(=O)C13)O2 (stereo not given) | -8 | -5
O=C(Nc1cnc(N2CCOCC2)nc1)c1ccc(F)cc1Cl | -2 | 0
COc1ccc(Nc2ccc(C(=O)N3CC(=O)Nc4ccccc43)cc2[N+](=O)[O-])cc1 | 39 | -8
CCCn1ncc(N2CCC(C(=O)NCc3cccs3)CC2)cc1=O | -2 | 0
N#Cc1ccc(/C=C2\SC(=Nc3ccccc3)NC2=O)cc1 | 2 | -2
CCSc1n[nH]c(=S)s1 | . | 2
N/C(=N\OC(=O)N1c2ccccc2Sc2ccccc21)c1cccc([N+](=O)[O-])c1 | i | 0
O=c1ccc(-c2noc(CCc3ccccc3)n2)c[nH]1 | -4 | 3
Cc1ccc(C2Cn3nnc(C(=O)N4CCC(C(=O)NCc5ccco5)CC4)c3CO2)cc1 (stereo not given) | 6 | 0
Cc1ccccc1CNC(=O)C1(C)CCCN(S(=O)(=O)Cc2ccccc2)C1 (stereo not given) | -9 | -5
CCCNC(=O)C1CCCN(c2ncnc3c2nc2n3CCCCC2)C1 (stereo not given) | 2 | 1
N=C1NC(=O)C(CC(=O)Nc2ccccc2Br)S1 (stereo not given) | -3 | -12
CC1CCN(C(=O)c2ccc(OCC3CCCN(C(=O)C4CCC4)C3)cc2)CC1 (stereo not given) | 16 | 14
CN1C(=CC=C2C(=O)Oc3ccccc3C2=O)C(C)(C)c2ccccc21 | -7 | i
O=C(NCc1ccccc1F)C1(n2cccc2)CCCCC1 | -11 | -6
COc1ccccc1CNS(=O)(=O)Cc1ccccc1 | -5 | -2
CC(=O)c1ccc(C#N)s1 | . | 5
CCCCNC(=O)CN1C(=O)/C(=C/c2ccc(C(F)(F)F)cc2)Sc2ccccc21 | -6 | 2
Cc1cc(C)c2c(N)c(C(=O)Nc3ccc(Cl)cc3)sc2n1 | -1 | -2
CCOC(=O)NC(NCCc1ccc(OC)c(OC)c1)(C(F)(F)F)C(F)(F)F | . | 4
CCOC(=O)C1CCN(C(=O)c2cn3cc(C)ccc3n2)CC1 | -4 | -6
CCOc1ccccc1NC(=O)C1c2cc(OC)c(OC)cc2C(=O)N(C)C1c1cccs1 (stereo not given) | -5 | -7
Cc1ccc(C2Nc3ccccc3C(=O)N2Cc2ccccc2)cc1 (stereo not given) | -21 | 16
CC(=O)NC(CC(C)C)C(=O)O (stereo not given) | -2 | -20
COc1cc2ccccc2cc1C(=O)Nc1nnc(CCSc2ccccc2)o1 | -1 | -4
COc1ccc(CCN2C(=O)C3C4C=CC(O4)C3C2=O)cc1OC (stereo not given) | -3&-11 | -4&-6
NNc1ncc([N+](=O)[O-])c2nc[nH]c12 | 100* | .
COc1ccc(CSc2nnc(-c3ccc(Cl)cc3Cl)o2)cc1[N+](=O)[O-] | -2 | 6
OC12CC(Cc3cccnc31)c1ccccc12 (stereo not given) | 6 | -4
CCCCc1ccc(N=Cc2nc(/C=C/c3cccc([N+](=O)[O-])c3)oc2O)cc1 | 39 | -3
COc1ccccc1/C=C1\SC(=O)N(CNc2cccc(C)c2)C1=O | 58* | -1
O=C(NCc1ccccc1Cl)NC1CC(=O)N(c2cccc(F)c2)C1 (stereo not given) | 4 | 3
CCOC(=O)c1ccccc1NC(=O)N1CC(C)Oc2ccc(Cl)cc21 (stereo not given) | -6 | -9
CC(=O)N1CCCC2(CC(c3cccnc3)=CO2)C1 (stereo not given) | -10 | -5
O=C(Nc1cccc(F)c1)N1CCc2nc3cc(-c4ccccc4Cl)[nH]n3c(=O)c2C1 | 1 | -1
COc1ccc(-n2nc(C(=O)Nc3ccc4c(c3)OCCO4)c3ccccc3c2=O)cc1 | 11 | 0
CCOc1ccc(C2C(C#N)=C(N)OC3=C2C(=O)CC(C)(C)C3)cc1 (stereo not given) | -3 | -4
Cc1cc(OCC(C)C)ccc1C(O)=C1C(=O)C(=O)N(Cc2cccnc2)C1c1cccnc1 (stereo not given) | 13 | -4
O=C(c1ccc2c(c1)OCO2)N1CCN(C(=O)C2CC2c2cccs2)CC1 (stereo not given) | -8 | -9
CCN1C(=O)C(CC(=O)NCC(C)C)Sc2ncccc21 (stereo not given) | -2 | -4
C(=Nc1n[nH]c(N=Cc2ccccc2)n1)c1ccccc1 | -2 | -9
CCCOC(=O)CCNc1n[nH]c(=O)[nH]c1=O | -7 | .
COc1ccc(-c2nc3s/c(=C\c4cccc(OC)c4)c(=O)n3n2)cc1 | -3 | 0
Cc1cccc(C(=O)NCc2ccc(-n3ccnc3)cc2)c1 | 8 | -2
CNc1c(C(=O)O)ccc2c1C(=O)c1ccccc1C2=O | 34 | 22
CCC(=O)Nc1cc(-c2ccccc2)nn1-c1ccc(Br)cc1 | 0 | 0
Cc1cc(Cl)ccc1S(=O)(=O)N1CC(c2noc(-c3cccnc3)n2)C1 | -5 | 0
CCCN(CC)CCCNC(=O)C1CCN(c2nc3cccnc3s2)CC1 | -4 | 1
COc1ccc(-c2nnc(N3CCC(C(=O)N4CCCC(C)C4)CC3)o2)cc1 (stereo not given) | 11 | -1
CCOC(=O)Nc1ccc(S(=O)(=O)Nc2nccs2)cc1 | -4 | 0
CC(=O)c1ccc(Oc2ccc([N+](=O)[O-])cc2)cc1 | 0 | -3
COc1ccc(C2CC(=O)C3=C(C2)NC(C)=C(C#N)C3c2ccc3c(c2)OCO3)cc1 (stereo not given) | -8 | 4
(further entries)
SMILES | mHTT-CaM PPI inh | Pf apPOL inh
CCCC1c2ccc(C)n2CCN1C(=O)NCc1ccc(F)cc1 (stereo not given) | -3 | -4
CC(C)c1nc2c(c3nn(CC#N)c(=O)n13)CCCC2 | -4 | 1
COCCn1c(C2CCN(C(=O)c3cccc(OC)c3)C2)nc2cccnc21 (stereo not given) | -5 | -4
CC1CN(C(=O)Cc2c(F)cccc2Cl)CC1c1nc(-c2ccccc2)no1 (stereo not given) | -2 | -2
Oc1ccccc1-c1nc2ccccc2s1 | -57 | 0
Cc1ccc(/C=N/n2c(C)cc(C)c(C#N)c2=O)s1 | i | .
CCNC(=O)c1cccnc1N(C)C | -3 | -4
O=c1c(Oc2ccccc2)c(C(F)(F)F)oc2c3c(ccc12)OCCO3 | 23 | -8
Cc1ccc(N(C(=O)c2ccc(C(C)(C)C)cc2)C2C=CS(=O)(=O)C2)cc1 (stereo not given) | 20 | 80*
COc1cccc(CNC2=NCCNC23CCOCC3)c1 | 1 | 1
CCN1CCN(Cc2c(O)ccc3c2OC(=Cc2cccc(OC)c2)C3=O)CC1 | 13 | -20
O=C1C(c2ccc(Cl)cc2)N(C2CCCCC2)C(=O)CN1C1CCCC1 (stereo not given) | 1 | -6
Cc1c(C(=O)NCc2ccc(F)cc2)oc2ccc(S(=O)(=O)N3CCCCCC3)cc12 | -2 | 52*
O=C(NCC1CCCO1)c1cn(-c2ccc(Cl)cc2)nn1 (stereo not given) | -4 | -3
CC1C2NC(=O)N(Cc3ccccc3)C1(C)Oc1ccccc12 (stereo not given) | 68* | 0
COc1cccc(CCC(=O)Nc2ccc3ncnc(N4CCCCC4)c3c2)c1 | 27 | -4
CCOc1ccc(-c2nnc(SCC)c3ccccc23)cc1 | -9 | 11
COc1ccccc1C(=O)N(Cc1cccnc1)c1nc2c(F)cccc2s1 | 32 | 0
Cc1ccc(NC(=O)c2ccc(NC(=O)CCS(=O)(=O)c3cccs3)cc2)cc1Cl | -1 | 4
NC(=O)c1c(NC(=O)c2ccc([N+](=O)[O-])s2)sc2c1CCCC2 | -6 | -5
CCN(Cc1ccccc1)C(=O)Cn1cnc(C)cc1=O | -11 | -4
Cc1cc(OCCCOc2cccc(/C=C3\NC(=O)NC3=O)c2)ccc1Cl | 35 | -5
Cn1c(Cc2ccccc2)nnc1SCc1c(Cl)cccc1[N+](=O)[O-] | 4 | -3
N#CCC[C@@H]1CC[C@]2(CCCN(Cc3cccs3)C2)O1 | -1 | -6
CC(=O)N1CCN(c2c(C)cnc3c2c(=O)n(CC(=O)NC(C)(C)C)c(=O)n3C)CC1 | -10 | -7
CC(=O)Nc1ccc(S(=O)(=O)N2CC(c3nc(-c4ccccn4)no3)C2)cc1 | -10 | 0
O=C(O)C1C2C=CC(C2)C1C(=O)Nc1ccc(Cl)c(Cl)c1 (stereo not given) | -8 | -14
CCc1ccc(OCCNc2cc(N3CC(C)NC(C)C3)ccc2[N+](=O)[O-])cc1 (stereo not given) | 100* | -1
COc1cc(OC)cc(C2=Cc3ccccc3C(CC(C)=O)N2c2ccc(C#CCCO)cc2)c1 (stereo not given) | -9 | -4
O=C(Nc1c(Cl)cc(Cl)c2cccnc12)c1ccco1 | 4 | -4
Cn1ccnc1Sc1cc(N2CCCC2)ccc1[N+](=O)[O-] | 0 | -2
CC1(C)CC(=O)C2=C(C1)Nc1sc(C#N)c(N)c1C2c1ccccc1 (stereo not given) | -4 | -9
Cc1ccc(NC(=O)C2CCc3sc(C(=O)N(C)C)cc3C2)cc1Cl (stereo not given) | 5 | -6
Cc1nn(Cc2ccc(Cl)c(Cl)c2)c(C)c1NC(=O)CCCn1nc([N+](=O)[O-])cc1C | 28 | -9
O=C(/C=C/c1cccc([N+](=O)[O-])c1)Nc1ccc(NC(=O)c2cccs2)cc1 | -5 | -2
Cc1cccc2nnc(N3CCCC(C(=O)NCc4ccc(OC(C)C)cc4)C3)n12 (stereo not given) | 13 | -3
COc1ccc(NC(=O)CSc2ncccc2C(=O)NCc2ccccc2Cl)c(OC)c1 | -4 | 1
CC1(C)OC(=O)N(CC2CCCO2)C1(C)O (stereo not given) | -9 | .
CCOC(=O)NCc1ccccc1 | . | -2&-5
Cc1cc(C)cc(-n2cc(-c3ccc4c(c3)OCO4)[nH]c2=O)c1 | 39 | 11
CCOc1ccc(C(=O)N2CCCC2c2nc(-c3cccc(C(F)(F)F)c3)no2)cc1 (stereo not given) | -14 | -3
C=CCSc1nnc2c(n1)[nH]c1c(C)cccc12 | -1 | -6
CC1(C(=O)NCc2ccc(F)cc2)CCCN(C(=O)Nc2ccccc2C(F)(F)F)C1 (stereo not given) | -2 | -4
Cn1c(=O)c2c(nc3n(-c4ccccc4)c(-c4ccc(Br)cc4)cn23)n(C)c1=O | -3 | -5
C=CCC(Nc1cccc(C)c1)c1ccco1 (stereo not given) | -19 | -1

In a second layout: seven of the compounds above.
| molecule | mHTT-CaM PPI inh | Pf apPOL inh |
| --- | --- | --- |
| Cc1cccc2nnc(N3CCCC(C(=O)NCc4ccc(OC(C)C)cc4)C3)n12 (stereo not given) | 13 | -3 |
| COc1ccc(NC(=O)CSc2ncccc2C(=O)NCc2ccccc2Cl)c(OC)c1 | -4 | 1 |
| CC1(C)OC(=O)N(CC2CCCO2)C1(C)O (stereo not given) | -9 | . |
| CCOC(=O)NCc1ccccc1 | . | -2&-5 |
| Cc1cc(C)cc(-n2cc(-c3ccc4c(c3)OCO4)[nH]c2=O)c1 | 39 | 11 |
| CCOc1ccc(C(=O)N2CCCC2c2nc(-c3cccc(C(F)(F)F)c3)no2)cc1 (stereo not given) | -14 | -3 |
| C=CCSc1nnc2c(n1)[nH]c1c(C)cccc12 | -1 | -6 |

(cont.)
SMILES | mHTT-CaM PPI inh | Pf apPOL inh
O=C(NCC(F)(F)F)C1CN(C(=O)COc2ccccc2F)C1 | -9 | 0
Cc1ccc(CN2CCC(OCc3nc(-c4cnccn4)no3)CC2)o1 | -4 | -3
O=C(O)c1cc(Br)c2ccccc2c1O | 5 | -73
COC(=O)c1cccc(NC(=O)C2CCN(c3cc(N4CCCCC4)ncn3)CC2)c1 | 9 | -3
CC1=C(C(=O)Nc2cc(C)cc(C)c2)C2(CCCCCC2)OC1=O | 1 | 0
O=C(Cc1cccs1)NC1CC(=O)N(C2CC2)C1 (stereo not given) | -16 | -8
CC(=O)N1c2ccc(S(=O)(=O)NCCN(C)Cc3ccccc3)cc2CC1C (stereo not given) | -4 | -2
O=C(Cc1ccc([N+](=O)[O-])cc1)N1c2ccccc2Sc2ccccc21 | 7 | -3
CCOC(=O)c1ccc(NC(=O)C2CCN(c3nccc4sccc34)CC2)cc1 | 1 | -1
O=c1c(O)c(-c2ccc3c(c2)OCO3)oc2ccccc12 | 25 | -5
CC(Oc1cccc(Br)c1)C(=O)NCc1ccccc1 (stereo not given) | -21 | -4
O=C(NC1=NCCS1)C1CC2CCC1C2 (stereo not given) | 2 | -4
Cc1nnc(SCC(=O)NC(=O)CSc2nnc(C)s2)s1 | -9 | .
O=C1CSC(c2ccc(Br)cc2)N1c1ccccc1 (stereo not given) | -2 | 0

Bioassay records deposited in PubChem BioAssay by University of Kansas High Throughput Screening Laboratory.
